# Assay outcomes deposited in PubChem by National Center for Advancing Translational Sciences (NCATS).
# RXFP1 agonist – qHTS Assay for Agonists of the Relaxin Receptor RXFP1; Relaxin receptor 1 (Homo sapiens), Q9HBX9; HEK293T-RXFP1 cAMP TR-FRET, 30 min; response scale: percent of porcine relaxin response, buffer zero; Potency, µM (titrated, usually from 57.5 µM), inactives show at the top dose activation, actives largely listed as activators; 370,000 compounds, 0.3% hits; AID 2676, 2010; further: on the % scale 0 is the no-effect control and ±100 the full control effect; nearly all actives have a fitted effect of over 60% in size; many of its hits are not listed in these tables
# Target sequence (Q9HBX9 whole entry, looked up): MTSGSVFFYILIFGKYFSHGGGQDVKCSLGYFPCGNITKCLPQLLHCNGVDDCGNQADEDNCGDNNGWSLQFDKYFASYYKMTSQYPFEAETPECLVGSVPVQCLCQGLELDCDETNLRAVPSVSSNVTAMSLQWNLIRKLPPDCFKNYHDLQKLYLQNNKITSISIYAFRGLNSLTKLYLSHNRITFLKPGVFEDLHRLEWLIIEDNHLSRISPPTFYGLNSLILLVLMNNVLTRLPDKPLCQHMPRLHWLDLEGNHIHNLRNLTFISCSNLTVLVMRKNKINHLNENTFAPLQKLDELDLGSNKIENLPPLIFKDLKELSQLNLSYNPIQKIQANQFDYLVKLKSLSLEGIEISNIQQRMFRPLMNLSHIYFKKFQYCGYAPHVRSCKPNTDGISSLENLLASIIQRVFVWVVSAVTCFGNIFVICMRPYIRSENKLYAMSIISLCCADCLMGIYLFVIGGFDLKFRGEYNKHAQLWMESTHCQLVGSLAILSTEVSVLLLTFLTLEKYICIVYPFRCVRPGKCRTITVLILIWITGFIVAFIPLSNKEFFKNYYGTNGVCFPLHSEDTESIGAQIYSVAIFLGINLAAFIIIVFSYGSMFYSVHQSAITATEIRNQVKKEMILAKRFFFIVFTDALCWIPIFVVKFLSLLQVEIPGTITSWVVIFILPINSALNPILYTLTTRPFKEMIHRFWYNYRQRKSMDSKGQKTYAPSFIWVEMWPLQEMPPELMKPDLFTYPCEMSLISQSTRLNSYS
#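 Agonist response is measured as cAMP accumulation in an RXFP1-transfected HEK293T line under PDE4 inhibition. Values are scaled between buffer-only and 29 nM porcine relaxin, and EC50s come from standard Hill equation fits.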
# TrxR1 inh – qHTS Assay for Inhibitors of Mammalian Selenoprotein Thioredoxin Reductase 1 (TrxR1): qHTS; Potency, µM (highest dose often 114 µM), inactives show at the top dose activity change, negative = inhibition, usual class: inhibitors; Thioredoxin reductase 1, cytoplasmic (Rattus norvegicus), O89049; 390,000 compounds, 1% hits; AID 588453, 2011; recombinant rTrxR1, NADPH fluorescence consumption, selenite substrate; further: on the % scale 0 is the no-effect control and ±100 the full control effect; nearly all actives have a fitted effect of over 65% in size
#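 Rat TrxR1 (90 nM in the dispensed reagent) was pre-reduced with 400 uM NADPH for 5 min at room temperature, then incubated with compound for 15 min. After 400 uM selenite was added, NADPH fluorescence (Ex 340/Em 450 nm) was followed for 8 min.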
# 12-LOX inh – Primary qHTS assay for inhibitors of human arachidonate 12S-lipoxygenase (ALOX12): Round 2; Polyunsaturated fatty acid lipoxygenase ALOX12 (Homo sapiens), P18054; purified 12hLO, xylenol orange hydroperoxide absorbance; Potency, µM (highest dose often 108 µM), inactives show at the top dose activity change, negative = inhibition, actives largely listed as inhibitors; 580,000 compounds, 1.1% hits; further: on the % scale 0 is the no-effect control and ±100 the full control effect
#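 Purified human 12hLO at 150 nM in 25 mM Hepes, 0.01% Triton X-100, pH 7.0, preincubated 15 min at room temperature with compound. Reaction started with 40 uM arachidonic acid, 30 min at room temperature. Hydroperoxide measured by Fe-xylenol orange, 573/405 nm absorbance ratio.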
# Vif-A3F inh – qHTS for Inhibitors of Vif-A3F Interactions: qHTS | HeLa A3F-eYFP + Vif (tagged APOBEC3F with the HIV-1 protein that degrades it), YFP fluorescence increase | Potency, µM (top dose mostly 46.1 µM), inactives show at the top dose activity, negative = active | 390,000 compounds, 0.2% hits | AID 602313, 2012; further: % of control where 0% means no effect; nearly all actives have a fitted effect of over 65% in size
#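 HeLa cells stably expressing Vif plus C-terminally eYFP-tagged A3F were seeded, incubated overnight at 37 deg C, dosed with compound, incubated overnight again at 37 deg C. Yellow fluorescence (Ex 488/Em 500-530) reported blocked Vif-mediated A3F-eYFP degradation.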
# Vif-APOBEC3G blk – qHTS for Inhibitors of Vif-A3G Interactions: qHTS; 410,000 compounds, 0.076% hits; AID 602310, 2012; DNA dC->dU-editing enzyme APOBEC-3G (Homo sapiens), Q9HC16; Potency, µM (doses to about 46.1 µM), inactives show at the highest dose activity, negative = active, actives largely listed as inhibitors; HeLa A3G-eYFP + Vif (tagged APOBEC3G with the HIV-1 protein that degrades it), YFP fluorescence, overnight;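 further: on the % scale 0 is the no-effect control and ±100 the full control effect; nearly all actives have a fitted effect of over 60% in size; hits raise eYFP signal because A3G escapes Vif-driven loss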
#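 Read-out is eYFP fluorescence (Ex 488/Em 500-530) from Vif-expressing HeLa A3G-eYFP cells; more signal means A3G escaped Vif-mediated degradation. Cells plated overnight, compound pinned in, incubated overnight at 37 deg C.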
# TrxR1 substrate – qHTS Assay for Substrates of Mammalian Selenoprotein Thioredoxin Reductase 1 (TrxR1): qHTS; Thioredoxin reductase 1, cytoplasmic (Rattus norvegicus), O89049; purified TrxR1 substrate turnover, NADPH consumption readout; Potency, µM (top dose mostly 114 µM), for the others: at the top dose activity change, negative = substrate turnover; 390,000 compounds, 0.01% hits; AID 588456, 2011; further: on the % scale 0 is the no-effect control and ±100 the full control effect; nearly all actives have a fitted effect of over 50% in size
#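 Rat TrxR1, dispensed at 90 nM, was prereduced with 400 uM NADPH (final) for 5 min at ~22 deg C, then incubated with compound 15 min before 400 uM selenite. A first-read NADPH fluorescence drop versus no-compound background flagged substrates.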
# IDH1 R132H inh – qHTS for Inhibitors of mutant isocitrate dehydrogenase 1 (IDH1): qHTS; IDH1-R132H enzyme, NADPH consumption, diaphorase/resazurin fluorescence; Potency, µM (series often up to 76.6 µM), without a hit: at the top dose activity change, negative = inhibition, actives largely listed as inhibitors; 390,000 compounds, 0.093% hits; AID 602179, 2012; further: on the % scale 0 is the no-effect control and ±100 the full control effect; nearly all actives have a fitted effect of over 65% in size
#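 IDH1-R132H (0.5 ug/mL dispensed) in pH 7.5 Tris buffer was preincubated 30 min with compound, then given a substrate mix of 0.016 mM NADPH and 2 mM alpha-KG for 80 min at room temperature; remaining NADPH was read by diaphorase/resazurin fluorescence.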
# RGS4 inh – Inhibitors of Regulator of G Protein Signaling (RGS) 4: qHTS | Potency, µM (highest dose often 114 µM), for inactives: at the highest dose activity change, negative = inhibition, hits mostly inhibitors | AID 504845, 2011 | Regulator of G-protein signaling 4 (Homo sapiens), P49798 | 390,000 compounds, 0.039% hits | Transcreener GDP fluorescence polarization, RGS4-accelerated GTP hydrolysis; further: on the % scale 0 is the no-effect control and ±100 the full control effect; nearly all actives have a fitted effect of over 75% in size; some results filed as inactive show a strong effect at the top dose
# Target sequence (P49798 whole entry, looked up): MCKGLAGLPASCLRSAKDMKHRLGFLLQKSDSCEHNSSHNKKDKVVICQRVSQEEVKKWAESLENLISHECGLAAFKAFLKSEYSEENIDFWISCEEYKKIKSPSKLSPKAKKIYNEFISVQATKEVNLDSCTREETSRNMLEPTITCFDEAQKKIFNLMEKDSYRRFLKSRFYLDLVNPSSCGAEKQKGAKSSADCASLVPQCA
#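 MLSMR compounds (23 nl, pin-transferred) preincubated 10 min at room temperature with a 500nM (2x) first reagent, then RGS4 at 900nM (2x) plus Transcreener GDP mix added; fluorescence polarization (620/688 nm) read before and after 90 min at 30 °C.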
# USP1 inh – Inhibitors of USP1/UAF1: Primary Screen; Potency, µM (doses to about 57.1 µM), for inactives: at the top dose activity change, negative = inhibition, usual class: inhibitors; 390,000 compounds, 0.23% hits; Ubiquitin carboxyl-terminal hydrolase 1 (Homo sapiens), O94782; recombinant USP1/UAF1, Ub-Rhodamine cleavage fluorescence; AID 743255, 2014; further: on the % scale 0 is the no-effect control and ±100 the full control effect; nearly all actives have a fitted effect of over 60% in size; inactives centre near -12
#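 USP1/UAF1 complex (1 nM) preincubated 15 min at room temperature with compound, then Ub-Rho substrate (150 nM final) added. Kinetic fluorescence at 480/540 nm over 6 reads at 60 s intervals; 50 mM HEPES pH 7.8, 0.5 mM EDTA, 0.1 mg/ml BSA, 1 mM TCEP, 0.01% Tween-20.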
# Numbers without * were called inactive; ? = inconclusive; . = not tested or not shown; [ ] = another dose, or the depositor's remark. The call rests on the fitted dose curve; in most records, active means well fitted curve in the direction sought with a large enough effect; inconclusive means small, poorly fitted or top-dose-only effect, or another doubt; inactive means no such curve, though single readings can be large; an effect the other way counts as inactive or inconclusive. Potency means the concentration at half of the fitted maximal effect.
SMILES,RXFP1 agonist,TrxR1 inh,12-LOX inh,Vif-A3F inh,Vif-APOBEC3G blk,TrxR1 substrate,IDH1 R132H inh,RGS4 inh,USP1 inh
N#CCc1ccc(C(=O)c2ccccc2F)s1,1.5%,12%[57.1 µM],-20%,-1%,1%,-4%,2%,-45%,-10%
Cc1ccccc1CN1C[C@@H]2C[C@@H](c3cn[nH]c3-c3ccc(F)cc3)N3CCC[C@@]23C1=O,-1.6%,3%[57.1 µM],0%,21%,-3%,2%[57.1 µM],2%,-44%,-17%
O=C(NCc1cccs1)c1cccnc1C(=O)O,0.9%,15%,.,0%,0%,7%,7%,7%,-12%
O=C(COC(=O)c1ccc(S(=O)(=O)C(F)F)cc1)NC(=O)NC1CCCCC1,1.7%,7%,-22%,-4%,2%,-7%,1%,-18%,-18%
CCn1c(CCNC(=O)c2ccc(Cl)cc2)n[nH]c1=S,-1.9%,-27%,0%,.,-1%,-9%,3%,22%,9%
O=C(Nc1cc(-c2nc3ccccc3o2)ccc1Cl)c1cccc2c(Cl)cccc12,1.5%,32%,-23%,0%,-2%,10%,6%,30%,-6%
Cc1ccc(NC(=O)c2cc([N+](=O)[O-])ccc2N2CCOCC2)cc1C,-3.7%,7%,-13%,7%,-8%,-11%,-2%,-11%,-22%
Cc1nc2ccccc2n1CC(=O)N/N=C\c1ccccn1,0.5%,-17%[57.1 µM],-4%,-1%,1%,0%[57.1 µM],-3%,2%,3%
COc1cc(CNCCc2ccccc2)cc(Cl)c1OCc1ccccc1,-0.3%,4%,-13%,7%,0%,-1%,-1%,9%,-1%
Cc1cc(C)n(-c2ccc(C(=O)NCC(=O)Nc3cc(Cl)ccc3Cl)cc2)n1,.,3%,26%,-6%,2%,-11%,-9%,0%,-22%
O=C(NCc1ccccc1)c1csc2c1CCCCC2,1.5%,19%[57.1 µM],0%,3%,-1%,-2%[57.1 µM],-6%,12%,4%
CCOC(=O)c1sc(N2C(=O)C(O)=C(C(=O)c3ccco3)C2c2ccc(C)o2)nc1C (configuration not stated),7.7%,?,?,2%,2%,-4%,8%,-48%,?
O=C(Cc1ccc(S(=O)(=O)N2CCOCC2)s1)Nc1cc(Cl)ccc1Cl,-0.2%,6%,0%,-21%,-2%,-3%,2%,0%,-29%
CN(N)c1nc(C(F)(F)F)nc2ccccc12,-0.9%,6%,16%,-6%,0%,-5%,-7%,20%,?
Fc1ccccc1N1CCN(C2CCCN(Cc3ccccc3C(F)(F)F)C2)CC1 (configuration not stated),0.0%,-8%,?,0%,0%,-2%,-5%,0%,-17%
Cc1cccc(-n2c3nc(=O)[nH]c(=O)c-3cc3c(Cl)cccc32)c1C,-3.0%,9%,-13%,3%,-21%,43%[activator],32%[activator],-19%,-13%
NC(=O)c1cccc(-c2cnc(N)c(C(=O)c3cccnc3)n2)c1,.,2%,.,5%,-13%,7%[57.1 µM],-7%,-7%,-7%
CN(Cc1ccccc1)c1nc2c(S(=O)(=O)c3ccccc3)nnn2c2ccsc12,0.6%,8%,-11%,4%,4%,-1%,6%,2%,-3%
N#Cc1ccccc1NC(=O)COc1ccc2c(c1)OCO2,-1.4%,30%[activator],-1%,5%,1%,1%,4%,11%,-9%
COCCOC(=O)C1=C(C)NC2=C(C(=O)CCC2)C1c1cc2c(cc1Br)OCO2 (configuration not stated),3.6%,-8%,1%,-7%,2%,23%,7%,-22%,-7%
CCCOc1c(OC)cccc1C1CC(=O)Nc2cc(OC)c(OC)c(OC)c21 (configuration not stated),-1.6%,10%[57.1 µM],0%,0%,-7%,0%[57.1 µM],5%,-15%,-6%
CCOc1ccc(C2C(C(=O)Nc3ccc(OC)cc3)=C(C)Nc3nc(CCCO)nn32)cc1 (configuration not stated),1.2%,-1%[57.1 µM],-26%,-9%,-1%,6%[57.1 µM],0%,-9%,-11%
O=C(COc1ccc(Cl)cc1)Nc1ccc2c(c1)CCC2,-0.1%,5%[57.1 µM],0%,2%,0%,3%[57.1 µM],4%,7%,-8%
CC(=O)c1cccc(NC(=O)CSc2nnc(C(C)N(C)C)n2-c2ccc(F)cc2)c1 (configuration not stated),-2.1%,-2%,-1%,-14%,-13%,-2%,7%,13%,-11%
CN(CC(=O)Nc1ccccc1Cl)C(=O)COC(=O)c1cnccn1,-0.1%,27%,-12%,-9%,1%,-1%,0%,-13%,-16%

# Profiles, quoted from the list. Screens in order: RXFP1 agonist, TrxR1 inh, 12-LOX inh, Vif-A3F inh, Vif-APOBEC3G blk, TrxR1 substrate, IDH1 R132H inh, RGS4 inh, USP1 inh
# Profile of CCn1c(CCNC(=O)c2ccc(Cl)cc2)n[nH]c1=S → -1.9%, -27%, 0%, ., -1%, -9%, 3%, 22%, 9%
# Profile of Cc1nc2ccccc2n1CC(=O)N/N=C\c1ccccn1 → 0.5%, -17%[57.1 µM], -4%, -1%, 1%, 0%[57.1 µM], -3%, 2%, 3%
# Profile of CCCOc1c(OC)cccc1C1CC(=O)Nc2cc(OC)c(OC)c(OC)c21 (configuration not stated) → -1.6%, 10%[57.1 µM], 0%, 0%, -7%, 0%[57.1 µM], 5%, -15%, -6%
# Profile of CN(Cc1ccccc1)c1nc2c(S(=O)(=O)c3ccccc3)nnn2c2ccsc12 → 0.6%, 8%, -11%, 4%, 4%, -1%, 6%, 2%, -3%

# Continued:
SMILES,RXFP1 agonist,TrxR1 inh,12-LOX inh,Vif-A3F inh,Vif-APOBEC3G blk,TrxR1 substrate,IDH1 R132H inh,RGS4 inh,USP1 inh
CCOc1ccc(S(=O)(=O)N2CCC(C(=O)N3CCCC3)CC2)cc1C,1.4%,7%,25%,1%,0%,-1%,-2%,10%,-5%
COCCSc1nnc(NC(=O)C2CC(=O)N(c3ccccc3)C2)s1 (configuration not stated),-0.2%,12%[57.1 µM],10%,-22%,1%,-3%[57.1 µM],-2%,11%,-8%
CCOC(=O)c1ccccc1NC(=O)Cc1c(C(=O)O)n(C)c2ccccc12,3.0%,1%,8%,9%,0%,-4%,-4%,-8%,-9%
c1ccc2sc(NCC3CCCO3)nc2c1 (configuration not stated),3.1%,6%,0%,3%,0%,3%,2%,-1%,-12%
CCOc1cc(C(=O)N2CCc3c([nH]c4ccccc34)C2c2ccccc2)cc(OCC)c1OCC (configuration not stated),-3.8%,40%[activator][57.1 µM],-19%,7%,6%,-3%[57.1 µM],-8%,14%,-26%
O=C(Nc1ccc(F)cc1F)c1ccc(-n2cncn2)nc1,-0.3%,16%,0%,1%,2%,6%,8%,-2%,-23%
CN(C)CCNc1ncnc2c1cnn2-c1cccc(Cl)c1,1.6%,19%[57.1 µM],-26%,-9%,-1%,7%[57.1 µM],-3%,27%,-16%
COc1cc(/C=C/C(=O)OCC(=O)NCc2ccco2)ccc1O,2.0%,50µM*,-28%,-18%,?,-2%,-3%,-12%,-9%
CCOc1ccc2nc(SCC(=O)N(CC(C)C)c3c(N)n(Cc4ccccc4)c(=O)[nH]c3=O)[nH]c2c1,2.3%,12%,-4%,1%,-10%,-5%,2%,-42%,-16%
COc1ccc(C(=O)N/N=C/c2cc3ccccc3[nH]c2=S)cc1,-1.7%,-16%,?,6%,-2%,-8%,-4%,-11%[11.4 µM],-5%
NC(=O)CSc1nnc(NC(=O)c2cccc(S(=O)(=O)N3CCCCC3)c2)s1,2.1%,12%[57.1 µM],-37%,8%,2%,-3%[57.1 µM],-11%,-1%,-1%
Cc1ccc(Cl)cc1N1CCN(C(=O)c2cc3c(-c4ccccc4F)nn(C)c3s2)CC1,1.8%,17%,-15%,1%,-5%,-1%,13%,-1%,-14%
Cc1cc(C)c(S(=O)(=O)NNC(=O)C2CCN(Cc3ccccc3)CC2)c(C)c1,0.1%,-2%,38%[activator],-4%,-3%,0%,1%,-5%[56.9 µM],1%
CC(=O)Nc1ccc(S(=O)(=O)Nc2ccccc2N2CCOCC2)cc1,-0.2%,-13%,-1%,0%,0%,-11%,-5%,2%,-6%

# TrxR1 inh: what is marked active above.
mol	RXFP1 agonist	TrxR1 inh	12-LOX inh	Vif-APOBEC3G blk	TrxR1 substrate	IDH1 R132H inh	RGS4 inh	USP1 inh
COc1cc(/C=C/C(=O)OCC(=O)NCc2ccco2)ccc1O	2.0%	50µM*	-28%	?	-2%	-3%	-12%	-9%

# The list is partial; rates above refer to the full screens.
